Screens deposited in PubChem BioAssay by several laboratories.
HUVEC prolif 384: inhibitors of human endothelial cell proliferation; HUVEC proliferation, CellTiter-Glo luminescence, 72 h; hits give low values; viability, % at 10 µM (by protocol); hit rate 1.1% among 86,000;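 active = viability at or below 30%; inactive = viability above 30%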;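 also: 100% = median luminescence of DMSO-only cell control wells on each plate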
ERa SRC1 inh: blocks coactivator binding to human estrogen receptor alpha; P03372; TR-FRET ER-alpha LBD / SRC-1 peptide, estradiol-bound; inhibition, % at 25.6 µM; hit rate 1.7% among 86,000; AID 629; in the data active = inhibition above about 50%;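 also: 0% = receptor plus peptide control and 100% = peptide only without receptor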
Target sequence (P03372 whole entry, looked up, the tested form may be a part): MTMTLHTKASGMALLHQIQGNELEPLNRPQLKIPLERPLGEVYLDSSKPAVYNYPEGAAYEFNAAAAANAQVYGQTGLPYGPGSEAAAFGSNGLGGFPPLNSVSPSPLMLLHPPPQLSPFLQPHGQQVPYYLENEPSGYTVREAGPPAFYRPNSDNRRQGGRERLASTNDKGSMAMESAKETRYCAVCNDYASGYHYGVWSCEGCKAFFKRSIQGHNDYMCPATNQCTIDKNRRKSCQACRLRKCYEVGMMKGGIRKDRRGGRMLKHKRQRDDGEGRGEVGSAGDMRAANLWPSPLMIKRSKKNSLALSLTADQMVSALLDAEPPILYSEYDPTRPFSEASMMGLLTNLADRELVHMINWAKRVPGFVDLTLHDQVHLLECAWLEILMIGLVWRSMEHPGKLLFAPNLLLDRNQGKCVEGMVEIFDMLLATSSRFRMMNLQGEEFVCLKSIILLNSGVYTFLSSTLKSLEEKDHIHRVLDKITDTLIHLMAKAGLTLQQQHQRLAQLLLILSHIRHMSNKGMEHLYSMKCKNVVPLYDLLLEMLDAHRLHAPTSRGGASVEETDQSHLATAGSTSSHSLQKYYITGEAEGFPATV
H69AR growth 86K: blocks growth of human H69AR lung tumor cells. H69AR lung tumor viability, ATP luminescence, 72 h; hits give low values. viability, % at 10 µM. hit rate 6% among 85,000;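 active = viability at or below 40%; inactive = viability above 40%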;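 also: multidrug resistant small cell line overexpressing MRP-1 efflux transporter; 100% = mean luminescence of untreated control wells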
Lung fibro prol: blocks proliferation of human lung fibroblasts. viability, % at 10 µM. hit rate 1.1% among 85,000. LL 47 human lung fibroblast viability, ATP luminescence; hits give low values;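 active = viability at or below 50% in the single dose screen; inactive = viability above 50%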;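 also: compound exposure lasted 72 h before the ATP readout; 100% = median luminescence of untreated cell-only wells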
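Material: human LL 47 lung fibroblast cells; quantity: 1,150 cells/well; medium: IMEM plus 15% FBS; doses: 0.1% DMSO in all compound wells; timing: overnight attachment after seeding, then 72 h compound exposure at 37 °C; detection: CellTiter-Glo luminescence; measure: % viability of median cell-only signal; controls: cell-only wells, no compound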
CYP2C19 inhib: human CYP2C19 inhibition. P33261. CYP2C19 Supersomes, luciferin-H EGE luminescence, 30 min. inhibition, % at 5 µM. hit rate 21% among 96,000;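 active = CYP2C19 inhibition above a set limit at 5 µM in the primary screen, cut at about 50% in these data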;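 also: plate controls were negative control wells for no effect and 2.5 mM tranylcypromine positive control for full effect; values of inactives mirror those of a sister screen read the other way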
Target sequence (P33261 whole entry, looked up): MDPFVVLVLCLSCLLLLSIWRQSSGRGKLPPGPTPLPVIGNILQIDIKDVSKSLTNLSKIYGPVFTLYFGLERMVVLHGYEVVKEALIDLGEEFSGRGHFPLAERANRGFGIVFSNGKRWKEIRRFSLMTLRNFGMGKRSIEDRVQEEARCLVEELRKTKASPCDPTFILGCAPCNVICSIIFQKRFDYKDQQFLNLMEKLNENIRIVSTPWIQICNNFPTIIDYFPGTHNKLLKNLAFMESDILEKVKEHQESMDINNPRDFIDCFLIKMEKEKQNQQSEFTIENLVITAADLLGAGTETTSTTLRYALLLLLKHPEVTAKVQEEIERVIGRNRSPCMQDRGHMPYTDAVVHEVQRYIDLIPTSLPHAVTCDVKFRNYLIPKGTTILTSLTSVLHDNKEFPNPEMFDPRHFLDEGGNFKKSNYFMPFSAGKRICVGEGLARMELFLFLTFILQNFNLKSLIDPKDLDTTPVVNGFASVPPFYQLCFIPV
ERa coact pot: ER-alpha (human) coactivator binding potentiation | TR-FRET ERalpha-LBD/SRC-Cy5 coactivator binding, 2 h; 100 = basal binding, no effect | coactivator binding (% of control), % at 25.6 µM | hit rate 1.3% among 86,000 | P03372; in the data active = activity above about 200%;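 also: binding measured in presence of low estradiol as agonist stimulus; 0% = peptide alone without receptor and 100% = receptor with peptide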
CYP2C19 act: activators of human cytochrome P450 2C19; P33261; recombinant CYP2C19, luciferin-H EGE luminescence; hits give high values; 0 = fully inhibited enzyme, 1 = untreated enzyme; activation factor at 5 µM; 96,000 tested, under 10 active; AID 1025;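 active = activation factor of at least 2 at 5 µM in the primary screen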;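 also: 0 = wells with 2.5 mM tranylcypromine and 1 = vehicle-only wells; values of inactives mirror those of a sister screen read the other way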
Mac1 fbg inh: inhibitors of human CD11b/CD18 binding to fibrinogen | P05107+P11215 | K562 CD11b/CD18 adhesion to fibrinogen, ATPlite luminescence; Mn2+ added to activate the integrin | inhibition, % at 10 µM | hit rate 0.54% among 93,000;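 active = primary inhibition of 50% or more at 10 µM, then 40% or more on retest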; also: some results filed as inactive read as strong as hits
CD11b adhes enh: increases human CD11b/CD18 adhesion to fibrinogen; activation, % at 10 µM; hit rate 0.07% among 93,000; P05107+P11215; K562 CD11b/CD18 adhesion to fibrinogen, ATPlite luminescence; AID 1499;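 active = 10 µM primary screen giving 50% or more activity, confirmed by 40% or more on retest at that dose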; also: strong numbers were not always called active
Active calls of the source: *; x = not tested or not shown; [ ] = remark or other dose. Outcome played no part in choosing rows. About 26% of those tested had a hit in this group.

SMILES	HUVEC prolif 384	ERa SRC1 inh	H69AR growth 86K	Lung fibro prol	CYP2C19 inhib	ERa coact pot	CYP2C19 act	Mac1 fbg inh	CD11b adhes enh
Cc1ccc(CCNC(=O)C2CCN(c3nn4c(=O)cc(C)nc4s3)CC2)cc1	87	-5	87	93	21	103	0.8	-8	-2
COC(=O)c1nnn(-c2nonc2N)c1-c1cccs1	100	-9	102	100	31	101	0.7	x	x
Cn1c(N)c(C(=O)COC(=O)C2=COCCO2)c(=O)n(C)c1=O	93	21	99	107	10	109	0.9	-13	-3
COc1ccc(C)cc1NC(=O)c1cnc2n(c1=O)CCS2	88	-17	77	90	x	95	x	x	x
COc1ccc(C2c3c(oc4c(C)cc(C)cc4c3=O)C(=O)N2Cc2cccnc2)cc1OC (stereo not drawn)	32	-6	52	83	-15	110	1.1	-8	-3
CC1CC(C)CN(CC(=O)N2CCc3[nH]c4ccccc4c3C2)C1 (stereo not drawn)	97	-15	75	82	66*	104	0.3	-4	-3
COCCOC(=O)C1=C(C)NC2=C(C(=O)CC(c3cccs3)C2)C1c1ccsc1 (stereo not drawn)	80	10	75	87	58*	84	0.4	2	-1
C=CCSc1nc2ccccc2[nH]1	90	-2	84	97	66*	114	0.3	43	7
CCOC(=O)c1ccc(NC(=O)CNC(=O)C2CCCCC2)cc1	103	1	88	x	27	116	0.7	-10	-2
CCn1c(=O)c2cc(S(=O)(=O)NCCOc3ccccc3)ccc2n(CC)c1=O	91	5	92	100	-6	120	1.1	-26	4
c1ccc(-c2ccc(-c3cnc4n3CCCCC4)cc2)cc1	48	5	95	97	40	75	0.6	-7	0
Cc1cc(NC(=O)c2sc(Nc3cccc(C(F)(F)F)c3)nc2N)no1	84	-6	88	108	25	96	0.8	-14	3
C=CCn1c(CNc2ccc(C)cc2)nnc1SCC(=O)N/N=C/c1ccc(O)cc1	x	x	x	x	14	x	0.9	-2	-5
O=C(Nc1nc2ccccc2s1)C1CCCN1S(=O)(=O)c1ccc(Cl)cc1 (stereo not drawn)	94	-5	82	96	96*	101	0	19	6
COc1ccccc1NC(=O)CCC(=O)Nc1nnc(C(F)(F)F)s1	100	-1[fluorescence artefact?]	104	106	-4	108	1	-6	-3
Cc1cc(N2CCN(c3ccccn3)CC2)n2nc(C)nc2n1	99	-23	89	106	x	109	x	x	x
CC(C)Nc1nc(NC(C)C)nc(C(N)=O)n1	96	3[fluorescence artefact?]	80	95	5	110	0.9	-19	0
Cc1ccc2nc3c(nc2c1)-c1ccccc1C3=O	54	6[fluorescence artefact?]	49	76	-7	138[fluorescence artefact?]	1.1	-4	4
CC(=O)NC(NC(=S)Nc1ccc(N=Nc2ccccc2C)cc1C)C(Cl)(Cl)Cl (stereo not drawn)	x	x	x	x	-11	x	1.1	3	-1
CSc1nsc(SC)c1NC(=O)N1CCCCC1	103	-7	90	113	18	107[fluorescence artefact?]	0.8	-42	-1
CCOC(=O)Cn1ncc(-c2ccccc2)c1N	93	-3	x	108	x	105	x	x	x
Cc1ccc(-c2cc(C(=O)NN=C3CCCC3)c3ccccc3n2)cc1	x	x	x	x	16	x	0.8	1	-2
Cn1nc(C(=O)NCCN2CCOCC2)c2ccccc2c1=O	91	1	102	94	4	100	1	0	-1
O=c1nc2n(c3sc4c(c13)CCCC4)C(CBr)CS2 (stereo not drawn)	102	-5	80	100	13	108	0.9	2	0
COc1ccc(OC)c(C(=O)CSc2nnc(Cc3cccs3)n2CCc2ccccc2)c1	84	-4	69	88	55*	111	0.4	x	x

The closing six compounds of the section above come first, to join the parts.
SMILES	HUVEC prolif 384	ERa SRC1 inh	H69AR growth 86K	Lung fibro prol	CYP2C19 inhib	ERa coact pot	CYP2C19 act	Mac1 fbg inh	CD11b adhes enh
CSc1nsc(SC)c1NC(=O)N1CCCCC1	103	-7	90	113	18	107[fluorescence artefact?]	0.8	-42	-1
CCOC(=O)Cn1ncc(-c2ccccc2)c1N	93	-3	x	108	x	105	x	x	x
Cc1ccc(-c2cc(C(=O)NN=C3CCCC3)c3ccccc3n2)cc1	x	x	x	x	16	x	0.8	1	-2
Cn1nc(C(=O)NCCN2CCOCC2)c2ccccc2c1=O	91	1	102	94	4	100	1	0	-1
O=c1nc2n(c3sc4c(c13)CCCC4)C(CBr)CS2 (stereo not drawn)	102	-5	80	100	13	108	0.9	2	0
COc1ccc(OC)c(C(=O)CSc2nnc(Cc3cccs3)n2CCc2ccccc2)c1	84	-4	69	88	55*	111	0.4	x	x
Cc1cc(NC(=O)c2noc3c2CCCC3)n(-c2ccccc2)n1	89	-5	95	93	10	118	0.9	-17	-3
COc1cc2c(cc1OC)CN(C(=O)CSc1n[nH]c(N)n1)CC2	106	-15	93	x	-2	91	1	-50	2
C=CCOC(=O)C1=C(C)NC(SC)=C(C#N)C1c1cccs1 (stereo not drawn)	55	-10	20*	65	x	84	x	x	x
COc1ccc(NC(=O)CSc2nnc(Cc3cccn3C)n2-c2ccc(F)cc2)cc1	99	-9	87	97	16	86	0.8	-4	3
c1nc2nc3c(c(N4CCOCC4)n2n1)CCCC3	91	-3	88	102	1	122	1	2	-3
COc1ccc(NC(=O)CN(c2cc(C)cc(C)c2)S(=O)(=O)c2c(C)noc2C)cc1OC	108	5	83	96	14	107	0.9	-3	-1
O=C(Nc1ccccc1Cl)N1CCN(c2ncccn2)CC1	102	10	93	106	85*	107	0.1	-21	-1
Cc1ccc(C)c(N2CCN(CC3CC=CCC3)CC2)c1 (stereo not drawn)	88	2	90	100	11	115	0.9	-17	-2
CCOC(=O)c1ccc(NC(=O)NC2CC3CCC(C2)N3Cc2nnnn2C(C)(C)C)cc1 (stereo not drawn)	95	12[fluorescence artefact?]	88	98	-4	156[fluorescence artefact?]	1	-10	2
CCCCOc1ccc(C(=O)Nc2ccc(S(=O)(=O)Nc3cc(C)on3)cc2)cc1OC	87	7	73	95	-6	102	1.1	-10	-2
COCC(=O)Nc1nc2ccc(C)cc2s1	99	-8	100	x	40	98	0.6	0	-5
COC(=O)C1=C(O)/C(=C\c2cc(C)n(-c3ccccc3C)c2C)N=C1C	80	1	79	96	14	92	0.9	-4	-5
COc1ccc(C(=O)N2CCN(C(=O)Cc3ccccc3)CC2)cc1OC	88	-1	103	104	7	99	0.9	-11	-1
CCN(CC)CCCCOc1ccccc1OC	93	5[fluorescence artefact?]	101	95	18	117[fluorescence artefact?]	0.8	-2	5
COc1cc(N)ccc1NC(=O)c1cccs1	91	-13	111	93	-16	113	1.2	8	1
O=C(Cn1cnc2c(nnn2Cc2ccc(F)cc2)c1=O)NCC1CCCO1 (stereo not drawn)	104	-2	95	96	x	109	x	x	x
CCC(=O)Nc1cc(Cl)ccc1N1CCN(C(=O)CC)CC1	96	-4	83	95	30	99[fluorescence artefact?]	0.7	4	-1
CC1Cn2c(nnc2-c2cccs2)S1 (stereo not drawn)	98	8	99	99	x	118	x	x	x
CCOC(=O)N1CCN(C(=O)c2ccccc2Oc2ccccc2)CC1	x	x	x	x	42	x	0.6	-24	6
Nc1cc(Cl)c(N)cc1Cl	100	-1	86	86	-2	84[fluorescence artefact?]	1	-10	1
Cc1ccnc(N2C(=O)c3ccccc3C2Nc2ccccc2Cl)c1 (stereo not drawn)	120	3[fluorescence artefact?]	75	97	x	100	x	x	x
Cc1ccc2c(c1)N(CCCC(=O)NCc1ccc3c(c1)OCO3)C(=O)CO2	102	-7	97	93	x	122	x	x	x
NC(=O)c1sc2nc3c(c(-c4ccccc4)c2c1N)CCC3	90	-2	73	95	x	80[fluorescence artefact?]	x	x	x
CC(OC(=O)c1snc(C(=O)NC2CCCCC2)c1N)C(=O)NC1CCCCC1 (stereo not drawn)	78	-29	23*	71	x	107	x	x	x
O=C(c1ccncc1)N(Cc1cc2ccccc2[nH]c1=O)C1CCCCC1	66	8[fluorescence artefact?]	75	90	90*	106	0.1	-16	-2

As entered above.
In H69AR growth 86K, COc1ccc(C2c3c(oc4c(C)cc(C)cc4c3=O)C(=O)N2Cc2cccnc2)cc1OC (stereo not drawn) reads 52
In Lung fibro prol, Nc1cc(Cl)c(N)cc1Cl reads 86

The listing continues.
SMILES	HUVEC prolif 384	ERa SRC1 inh	H69AR growth 86K	Lung fibro prol	CYP2C19 inhib	ERa coact pot	CYP2C19 act	Mac1 fbg inh	CD11b adhes enh
CC(C)Nc1nnc(SCC(=O)Nc2ccc(F)cc2)s1	100	-2	103	94	91*	119	0.1	-2	-4
NC(=O)OCC(COC(N)=O)c1ccccc1	90	3	100	98	x	113	x	x	x
CC1CCCCC1NC(=O)C1Cc2ccccc2CN1S(C)(=O)=O (stereo not drawn)	105	-4	89	95	4	108	1	-6	1
CC(C)c1nnc(SCc2ccc(CSc3nnc(C(C)C)n3N)cc2)n1N	99	-3	54	101	-7	116	1.1	-5	4
N#CC1=C2SCN(c3ccccc3)CN2C(=O)CC1c1c(Cl)cccc1Cl (stereo not drawn)	75	-15[fluorescence artefact?]	84	92	15	108[fluorescence artefact?]	0.9	-5	8
C=CCn1c(=N)c(C(=O)OC)cc2c(=O)n3cccc(C)c3nc21	94	5[fluorescence artefact?]	70	102	1	109	1	-11	0
CCCC(c1nnnn1CCOC)N1CCN(c2cccc(OC)c2)CC1 (stereo not drawn)	95	4[fluorescence artefact?]	82	101	34	122	0.7	6	0
O=C(Nc1cccc(-c2nnc(-c3ccccc3)o2)c1)c1ccc(Br)o1	42	24[fluorescence artefact?]	44	113	33	196[fluorescence artefact?]	0.7	7	16
CCOc1ccc(C(=O)C2CCN(CC(=O)Nc3ccccc3N3CCOCC3)CC2)cc1	90	-7	87	102	99*	89	0	32	4
CC1(C)CC(=O)C2=C(C1)N(c1ccccc1)C(=O)CC2c1ccsc1 (stereo not drawn)	90	9	94	97	88*	78[fluorescence artefact?]	0.1	3	2
Cn1c(=O)c2ncn(CC(=O)NCCC3=CCCCC3)c2n(C)c1=O	91	-8	85	90	x	118	x	x	x
O=C(NCc1ccccc1Cl)c1cnccn1	87	3	83	100	11	106	0.9	-1	-5
O=C(CSCc1cccc(CSCC(=O)Nc2ccccc2)n1)Nc1ccccc1	96	6	92	96	53*	90	0.5	-26	-4
COc1cc(NC(=O)c2ccc(-c3ccc(Br)cc3)o2)ccc1NC(=O)C(C)C	83	5	64	93	54*	198	0.5	7	8
COc1cccc(C(=O)Nc2ccc(N3CCCC3)cc2)c1	x	x	x	x	48	x	0.5	12	5
Cn1c(C(=O)NCC2CCCO2)cc2c(=O)n3ccccc3nc21 (stereo not drawn)	102	-1	93	111	25	112	0.8	x	x
CCC1SC2=NCN(c3ccccc3)CN2C1=O (stereo not drawn)	99	-32	93	98	-18	101	1.2	x	x
CC1=C(C(=O)Nc2ccccc2)C(c2cccc([N+](=O)[O-])c2)Nc2nc3ccccc3n21 (stereo not drawn)	91	-3	35*	96	25	82	0.8	-13	1
CSCC[C@H](NC(=O)Nc1ccc(C)cc1)C(=O)O	92	3	100	95	8	117	0.9	12	-1
CCOc1cc(/C=N/NC(=O)c2cc(C)[nH]n2)ccc1OC(=O)c1ccc([N+](=O)[O-])cc1	x	x	x	x	6	x	0.9	11	-2
c1ccc(CN2CCOCC2)cc1	97	-3	93	104	-4	122	1	14	-3
O=C(CN1CCCCC1)N1c2ccccc2CCc2ccccc21	97	1	84	103	-7	105	1.1	-30	0
O=S(=O)(N/N=C/c1ccc(Cl)cc1)c1ccc(Cc2ncc(C(F)(F)F)cc2Cl)s1	85	9	112	102	-4	80	1	66	-2
